ST2 inh – IL1RL1 inhibition. AlphaLISA ST2-Fc/biotin-IL-33 interaction, 1 h. inhibition, % for hits at 17 µM. Q01638. actives 2.3% (n = 78,000); in the data active means inhibition above about 30%; inconclusive means mostly about 10% to 28%
Target sequence (Q01638 whole entry, looked up): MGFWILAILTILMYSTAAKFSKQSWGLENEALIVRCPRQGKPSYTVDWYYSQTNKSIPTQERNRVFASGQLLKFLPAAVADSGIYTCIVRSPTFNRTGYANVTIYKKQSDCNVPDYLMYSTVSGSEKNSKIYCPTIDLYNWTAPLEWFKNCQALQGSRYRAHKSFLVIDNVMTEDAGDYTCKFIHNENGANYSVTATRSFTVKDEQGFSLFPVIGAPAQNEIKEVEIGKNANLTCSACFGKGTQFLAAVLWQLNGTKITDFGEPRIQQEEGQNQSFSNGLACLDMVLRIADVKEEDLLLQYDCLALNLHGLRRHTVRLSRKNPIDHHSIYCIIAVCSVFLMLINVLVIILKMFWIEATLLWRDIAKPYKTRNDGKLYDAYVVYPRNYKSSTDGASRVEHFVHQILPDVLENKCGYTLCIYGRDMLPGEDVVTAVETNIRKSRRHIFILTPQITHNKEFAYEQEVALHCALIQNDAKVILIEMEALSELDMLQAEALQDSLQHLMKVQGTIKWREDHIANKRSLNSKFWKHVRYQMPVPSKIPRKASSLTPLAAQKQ
The depositor's hits bear a star. These rows are one share of the data (hit frequency here may not be typical).

How did Cc1cccc(-c2noc(-c3ccc(F)cc3)n2)c1 do in these assays?
ST2 inh: inactive

Results for c1ccc(Cn2nnnc2-c2ccco2)cc1 ?
ST2 inh: inactive

Results for O=c1[nH]c(-c2ccc(Br)cc2)cn1-c1ccc(Cl)cc1 ?
ST2 inh: inconclusive

Results for CN1CCN(C(=O)c2ccc3c(c2)NC(=O)C(N2CCOCC2)S3)CC1 (stereo unspecified) ?
ST2 inh: inactive

How did CCCNC(=O)C1CCC(Cn2c(=O)c3sccc3n(CC(N)=O)c2=O)CC1 (stereo unspecified) do in these assays?
ST2 inh: inconclusive

How did COc1ccc(OC)c(C(=O)c2ccc(C(=O)NC(C)(C)C)cc2)c1 do in these assays?
ST2 inh: inactive

Results for COc1ncccc1-c1ccc(OCC(N)=O)c(C)c1 ?
ST2 inh: inconclusive

Results for CCCn1c(CCNC(=O)c2cccs2)nc2ccccc21 ?
ST2 inh: inactive

How did COc1ccc(-c2nc3s/c(=C\C=C\c4ccccc4)c(=O)n3n2)cc1 do in these assays?
ST2 inh: inactive

Results for CC1=C(C(=O)OC2CCCCC2)C(c2ccncc2)n2ncnc2N1 (stereo unspecified) ?
ST2 inh: inactive

Results for c1ccc(-c2noc([C@@H]3Cc4nc[nH]c4CN3CC3CCCCC3)n2)nc1 ?
ST2 inh: inactive

How did C=CCC1CCCCC12NC(=O)NC2=O (stereo unspecified) do in these assays?
ST2 inh: inactive

What do the screens show for `O=C(O)CCCC(=O)N1N=C(c2ccc(Br)cc2)CC1c1ccc(Cl)cc1` (stereo unspecified)?
ST2 inh: inactive

How did O=C(c1nn2c(c1Cl)NC(c1ccco1)CC2C(F)(F)F)N1CCCC1 (stereo unspecified) do in these assays?
ST2 inh: inactive

What do the screens show for `COc1cccc(OCC(=O)NC2CC(=O)N(c3cccc(OC)c3)C2)c1` (stereo unspecified)?
ST2 inh: inactive

Results for Cc1nc2ccc(Br)cc2[nH]1 ?
ST2 inh: inactive

What do the screens show for `Fc1ccc(-c2cc(C(F)(F)F)nc(N3CCOCC3)n2)cc1`?
ST2 inh: inactive

Results for CCOC(=O)c1c(NC(=O)CSc2cn(CC)c3ccccc23)sc2c1CCCC2 ?
ST2 inh: inactive

How did CCc1nc(SCC(=O)c2ccc(C)cc2)c(C#N)cc1C do in these assays?
ST2 inh: inactive

What do the screens show for `CCOC(=O)C1(CCCc2ccccc2)CCN(C(=O)c2ccc(OC)o2)CC1`?
ST2 inh: inconclusive

What do the screens show for `CCn1cnc2cc(NCc3ccc(C)cc3)ccc21`?
ST2 inh: inactive

What do the screens show for `CCC(=O)NC(c1ccco1)c1cc(Cl)c2cccnc2c1O` (stereo unspecified)?
ST2 inh: inactive

What do the screens show for `CCOc1ccc(C2CC(=O)C3=C(C2)Nc2ccccc2NC3c2cccc(O)c2)cc1OC` (stereo unspecified)?
ST2 inh: inconclusive

What do the screens show for `O=c1[nH]c(Nc2ccccc2Cl)nnc1Cc1ccccc1`?
ST2 inh: inactive

What do the screens show for `CSc1nc2sc(C)c(C)c2c(=O)n1-c1ccccc1`?
ST2 inh: inactive

Results for Cc1ccc(C2(O)CCN(Cc3[nH]c4ccc(F)cc4c3C)CC2)nc1 ?
ST2 inh: inconclusive

How did Cc1ccc(Oc2ncccc2CNC(=O)C(C)Cn2cncn2)cn1 (stereo unspecified) do in these assays?
ST2 inh: inconclusive

What do the screens show for `CCc1cc(C(=O)N2CCCC(c3nc(C)ncc3-c3cccc(C)c3)C2)n(C)n1` (stereo unspecified)?
ST2 inh: inconclusive

What do the screens show for `O=C(c1ccc(F)cc1)N(c1ccc(Br)cc1)C1C=CS(=O)(=O)C1` (stereo unspecified)?
ST2 inh: inactive

How did O=[N+]([O-])c1cccc(C=Nc2nnc(-c3ccccc3)s2)c1 do in these assays?
ST2 inh: inactive

How did Cn1c(NC(=O)c2ccccc2Cl)nc2ccccc21 do in these assays?
ST2 inh: inactive

How did N#CC1=C(N)Oc2c([nH]c(=O)[nH]c2=O)C1c1ccc([N+](=O)[O-])cc1 (stereo unspecified) do in these assays?
ST2 inh: inconclusive

Results for Cc1cccc(-n2ncc3c(NCCC4=CCCCC4)ncnc32)c1 ?
ST2 inh: inactive

Results for CCOC(=O)c1cccc(NC(=O)N2CC[C@@H](CC(=O)N[C@@H](CO)CC(C)C)[C@@H](CC)C2)c1 ?
ST2 inh: inconclusive

What do the screens show for `COc1ccc(N(CC(=O)Nc2ccc(Br)cc2)S(C)(=O)=O)cc1OC`?
ST2 inh: inactive

How did O=S(=O)(c1ccc(F)cc1)N1CCN(Cc2c[nH]c3ccccc23)CC1 do in these assays?
ST2 inh: inactive

How did O=C(CN1C(=O)COCC1=O)NCC1CCN(C2CCCC2)C1 (stereo unspecified) do in these assays?
ST2 inh: inactive

Results for CS(=O)(=O)N1CCC(CCC(=O)NC2CCN(Cc3ccccc3)C2)CC1 (stereo unspecified) ?
ST2 inh: inactive

How did O=C1CCCc2oc3c(Cl)cc(NS(=O)(=O)c4ccc5ccccc5c4)cc3c21 do in these assays?
ST2 inh: inactive

Results for O=C1c2ccccc2-c2ncnc3c(S(=O)(=O)O)cc(O)c1c23 ?
ST2 inh: inactive

Results for Cc1nonc1C1CCCN1Cc1ncccc1C(=O)O (stereo unspecified) ?
ST2 inh: inconclusive

Results for Cc1ccc(C)c(-c2[nH]ncc2CN2CCCC(CNC(=O)c3cccs3)C2)c1 (stereo unspecified) ?
ST2 inh: inactive

What do the screens show for `O=C(C[C@@H]1CCNC[C@@H]1Cc1cc(COc2ccccc2)on1)N1CCN(Cc2ccccc2)CC1`?
ST2 inh: inactive

How did Cc1ccc(-c2noc([C@@H]3C[C@H](NS(=O)(=O)c4ccccc4)CN3C)n2)cc1 do in these assays?
ST2 inh: inconclusive

Results for CCCNS(=O)(=O)c1cc(Br)cc2c1N(C(=O)C1CC1)CC2 ?
ST2 inh: inconclusive

What do the screens show for `CCC(CO)Nc1ncnc2c1cnn2-c1ccc(OC)cc1` (stereo unspecified)?
ST2 inh: inconclusive

What do the screens show for `O=C(c1cc2ccccc2oc1=O)N1CCSC1c1cccc(Cl)c1` (stereo unspecified)?
ST2 inh: inactive

What do the screens show for `COC1CC(=O)C23C(=O)NC(CC(C)C)C2C(C)C(C)=CC3/C=C(\C)CCC(O)C1O` (stereo unspecified)?
ST2 inh: inconclusive

What do the screens show for `COc1ccc(Nc2cc(C)nc(N3CCN(S(=O)(=O)c4cc(OC)c(C)cc4C)CC3)n2)cc1`?
ST2 inh: inactive

How did Cc1cccc(N=c2oc3ccc(Cl)cc3cc2C(N)=O)c1 do in these assays?
ST2 inh: inactive

What do the screens show for `N#Cc1c(-n2cccc2/C=N\O)sc2c1CCCC2`?
ST2 inh: inactive

How did COc1ccc(Cl)cc1C(=O)Nc1cc(N2CCCS2(=O)=O)ccc1C do in these assays?
ST2 inh: inactive

Results for Cc1c(N=Cc2ccc(-c3ccccc3)o2)c(=O)n(-c2ccccc2)n1C ?
ST2 inh: inconclusive

What do the screens show for `CNCCc1cnc(CCC(c2ccccc2)c2ccccc2)[nH]1`?
ST2 inh: inconclusive

How did COc1ccc(/C=C2\CS/C(=C\c3ccc(OC)cc3)C2=O)cc1 do in these assays?
ST2 inh: inconclusive

How did N#Cc1c(N)nc(SCC(=O)c2ccc(Br)cc2)c(C#N)c1-c1ccccc1 do in these assays?
ST2 inh: inactive

What do the screens show for `COc1cc(N)ccc1Cc1ccc(N)cc1OC`?
ST2 inh: inactive

How did COc1cccc(F)c1-c1cnc(-n2cnnc2)c(C)c1 do in these assays?
ST2 inh: inconclusive

Results for COc1ccc2nc(N3CCCCC3)sc2c1 ?
ST2 inh: inactive

How did Cc1cccc(C)c1N=C1C(=O)Nc2ccccc21 do in these assays?
ST2 inh: inconclusive

An excerpt from above in order of count of non-hydrogen atoms, lowest first.
Results for COc1ccc2nc(N3CCCCC3)sc2c1 ?
ST2 inh: inactive

What do the screens show for `COc1cc(N)ccc1Cc1ccc(N)cc1OC`?
ST2 inh: inactive

How did COc1cccc(F)c1-c1cnc(-n2cnnc2)c(C)c1 do in these assays?
ST2 inh: inconclusive

Results for CCCNS(=O)(=O)c1cc(Br)cc2c1N(C(=O)C1CC1)CC2 ?
ST2 inh: inconclusive

What do the screens show for `CCC(CO)Nc1ncnc2c1cnn2-c1ccc(OC)cc1` (stereo unspecified)?
ST2 inh: inconclusive

How did COc1ccc(/C=C2\CS/C(=C\c3ccc(OC)cc3)C2=O)cc1 do in these assays?
ST2 inh: inconclusive

What do the screens show for `O=C(c1cc2ccccc2oc1=O)N1CCSC1c1cccc(Cl)c1` (stereo unspecified)?
ST2 inh: inactive

How did COc1ccc(Cl)cc1C(=O)Nc1cc(N2CCCS2(=O)=O)ccc1C do in these assays?
ST2 inh: inactive

Results for Cc1c(N=Cc2ccc(-c3ccccc3)o2)c(=O)n(-c2ccccc2)n1C ?
ST2 inh: inconclusive

How did Cc1ccc(-c2noc([C@@H]3C[C@H](NS(=O)(=O)c4ccccc4)CN3C)n2)cc1 do in these assays?
ST2 inh: inconclusive

What do the screens show for `COC1CC(=O)C23C(=O)NC(CC(C)C)C2C(C)C(C)=CC3/C=C(\C)CCC(O)C1O` (stereo unspecified)?
ST2 inh: inconclusive

What do the screens show for `COc1ccc(Nc2cc(C)nc(N3CCN(S(=O)(=O)c4cc(OC)c(C)cc4C)CC3)n2)cc1`?
ST2 inh: inactive

What do the screens show for `O=C(C[C@@H]1CCNC[C@@H]1Cc1cc(COc2ccccc2)on1)N1CCN(Cc2ccccc2)CC1`?
ST2 inh: inactive

Looked up by compound from the list above, 2 records:
What do the screens show for `COc1cc(N)ccc1Cc1ccc(N)cc1OC`?
ST2 inh: inactive

Results for Cc1c(N=Cc2ccc(-c3ccccc3)o2)c(=O)n(-c2ccccc2)n1C ?
ST2 inh: inconclusive

(more compounds)
Results for O=C(Nc1ccc(S(=O)(=O)N2CCOCC2)cc1)c1ccc(F)cc1 ?
ST2 inh: inactive

How did COc1ccc(Cn2c(C3CC(=O)N(C)C3)n[nH]c2=O)cc1 (stereo unspecified) do in these assays?
ST2 inh: inconclusive

What do the screens show for `Cn1c(-c2cc3ccc(O)cc3oc2=O)nc2ccccc21`?
ST2 inh: inactive

What do the screens show for `O=C(NC[C@H]1O[C@@H](CO)[C@@H](O)[C@H]1N1CCOCC1)c1ccco1`?
ST2 inh: inconclusive

How did CCOC(=O)c1c(NC(=O)C2CC2)sc2c1CCN(Cc1ccccc1)C2 do in these assays?
ST2 inh: inconclusive

What do the screens show for `O=C(N[C@H]1CCN2C(=O)[C@@H](Cc3c[nH]c4ccccc34)NC(=O)[C@@H]2C1)[C@@H](O)c1ccccc1`?
ST2 inh: inactive

How did O=S(=O)(Nc1ccc(I)cc1)c1ccc2c(c1)OCCO2 do in these assays?
ST2 inh: inactive

What do the screens show for `CCC1Oc2ccc(Cl)cc2N(CC(=O)O)C1=O` (stereo unspecified)?
ST2 inh: inactive

How did Cc1ccc(S(=O)(=O)N2CCN(S(C)(=O)=O)C2c2ccccc2)cc1 (stereo unspecified) do in these assays?
ST2 inh: inactive

Results for CC1=C(C(=O)N2CCCCC2)C(c2ccc(Br)cc2)n2ncnc2N1 (stereo unspecified) ?
ST2 inh: inactive

How did CN=C(NS(=O)(=O)c1ccc(C)cc1)c1ccc(Cl)cc1 do in these assays?
ST2 inh: inconclusive

What do the screens show for `CC(C)C(=O)Nc1cccnc1-c1ccc2c(c1)OCCO2`?
ST2 inh: inactive

How did CCOCCn1c(=O)c2c(nc3n2CCN3c2ccc(C)c(C)c2)n(C)c1=O do in these assays?
ST2 inh: inactive

Results for Cc1cc(Cl)ccc1N1C(=O)C(N2C(=O)c3ccc([N+](=O)[O-])cc3C2=O)C1c1cccs1 (stereo unspecified) ?
ST2 inh: 39%*

Results for O=C1c2ccccc2C(O)(Cc2ccccc2)N1c1ccc2c(c1)OCO2 (stereo unspecified) ?
ST2 inh: inactive

What do the screens show for `O=C(NCC(c1ccco1)N1CCCC1)c1cc(C2CC2)[nH]n1` (stereo unspecified)?
ST2 inh: inactive

What do the screens show for `O=Cc1ccc(OCCOC(=O)Nc2ccccc2)cc1`?
ST2 inh: inactive

Results for CN1CCN(c2ccc([N+](=O)[O-])cc2S(=O)(=O)N2CCN(C)CC2)CC1 ?
ST2 inh: inactive

How did CC(=O)c1ccc(N2CCN(C(=O)CCS(=O)(=O)c3cccc4nonc34)CC2)cc1 do in these assays?
ST2 inh: inactive

Results for CCC(c1ccccc1)c1nc(-c2cccc([N+](=O)[O-])c2)no1 (stereo unspecified) ?
ST2 inh: 30%*

Results for Cc1cccn2c(=O)c3cc(C(=O)N4CCN(C)CC4)n(C)c3nc12 ?
ST2 inh: inactive

How did CN(C)C(=O)c1ccc2c(c1)N(CC(=O)N1CCN(c3ccccc3)CC1)C(=O)C1CCCCN21 (stereo unspecified) do in these assays?
ST2 inh: inactive

Results for CCC(C)NC(=O)Cn1c(=O)n(CC2CCC(C(=O)NC)CC2)c(=O)c2sccc21 (stereo unspecified) ?
ST2 inh: inactive

What do the screens show for `O=C(NCc1cnn2ccccc12)C1(c2ccccc2)CCCCC1`?
ST2 inh: inconclusive

How did CCCCSC1=C(C#N)C(c2ccccc2C)C(C(=O)OCC)C(=O)N1 (stereo unspecified) do in these assays?
ST2 inh: inactive

How did CCc1ccc(NC(=O)c2ccc(OC)c(Cl)c2)cc1 do in these assays?
ST2 inh: inactive

Results for COc1cccc(OC)c1C(=O)Nc1c2c(nn1-c1ccc(F)cc1)CS(=O)C2 (stereo unspecified) ?
ST2 inh: inactive

Results for Cc1ccccc1Cc1nnc(NC(=O)C(=O)N2CCOCC2)s1 ?
ST2 inh: inactive

How did COc1cc2c(cc1OC)C(C(=O)N(C)Cc1ccccc1)C(c1ccccc1F)N(C)C2=O (stereo unspecified) do in these assays?
ST2 inh: inactive

How did CC1CCN(C2=NC(=O)/C(=C/c3ccccc3F)S2)CC1 do in these assays?
ST2 inh: inactive

What do the screens show for `COc1ccc(Cl)cc1Nc1n[nH]c(C)c1[N+](=O)[O-]`?
ST2 inh: inconclusive

Results for Clc1c(-c2nnc(-c3cccs3)o2)sc2ccccc12 ?
ST2 inh: inconclusive

How did COC(=O)Oc1cc2oc(=O)sc2cc1Cl do in these assays?
ST2 inh: inactive

Results for Cc1ccc2nc(COCC(=O)N3CC[C@H](O)[C@@H](O)C3)[nH]c2c1 ?
ST2 inh: inactive

What do the screens show for `CCn1cnc2cc(NCc3ccc(OC)c(OC)c3)ccc21`?
ST2 inh: inactive

Results for CCCn1nc(C(=O)N2CCCC2)c2c1CCC(N1CCN(c3ccccc3OCC)CC1)C2 (stereo unspecified) ?
ST2 inh: inconclusive

Screening results (PubChem BioAssay)
